# Screening results: PubChem, Southern Research Specialized Biocontainment Screening Center
# VEEV TC-83 Vero – inhibitors of VEEV TC-83 cytopathic effect, confirmation, Vero cells (AID 588727). 0.13% of 350,000 active. inhibition, % at 20 µM; hits with a dose series show IC50 in µM. Vero cells, VEEV TC-83 cytopathic effect inhibition; higher % means a stronger effect; in the data active means a potency from the dose series; inconclusive means inhibition mostly from about 14% at the one dose, without a potency; inactive means the rest, 99 in 100 with inhibition below about 12%; further: strong numbers were not always called active
# influenza NS1A – H1N1 influenza NS1A inhibitors, functional cell based assay (AID 504329); 0.3% of 340,000 active; NS1A functional cell-based assay, percent inhibition; higher % means a stronger effect; inhibition, % at 12.5 µM; hits with a dose series show IC50 in µM; in the data active means a potency from the dose series; inconclusive means inhibition above about 27% without an active follow-up result; further: strong numbers were not always called active
# M. tuberculosis – growth inhibition of non-replicating M. tuberculosis (AID 488890); inhibition, % at 25 µM, or IC50 in µM where a hit was titrated; 0.39% of 320,000 active; Mycobacterium tuberculosis non-replicating, growth inhibition; higher % means a stronger effect; in the data active means a potency from the dose series; inconclusive means inhibition mostly from about 82% at the one dose, without a potency; inactive means the rest, 99 in 100 with inhibition below about 76%;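 further: plate controls were DMSO cells for no effect and high antibiotic wells for full effect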
# M. tuberculosis HTS – M. tuberculosis growth inhibition, HTS (AID 449762); M. tuberculosis H37Rv growth inhibition, 7H9 media; higher % means a stronger effect; one-dose inhibition, % at 25 µM; IC50 in µM for titrated hits; 0.59% of 330,000 active; in the data active means a potency from the dose series; inconclusive means inhibition above about 70% without an active follow-up result;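 further: bacterial growth assessed after seven days of incubation; strong numbers were not always called active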
# Salmonella PhoP GFP – PhoP regulon inhibitors, Salmonella typhi PhoP promoter GFP reporter, confirmatory (AID 1850). Salmonella Typhi PhoP-promoter GFP reporter, fluorescence, 4 h; higher % means a stronger effect. inhibition, % at 50 µM; hits with a dose series show IC50 in µM. 0.33% of 310,000 active; in the data active means a potency from the dose series; inconclusive means inhibition mostly from about 25% at the one dose, without a potency; inactive means the rest, 99 in 100 with inhibition below about 19%;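 further: 0% = induced wells with vehicle and 100% = uninduced wells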
# * = called active by the depositor; i = inactive; ? = inconclusive; . = no result given; & = joins results of further samples.
SMILES,VEEV TC-83 Vero,influenza NS1A,M. tuberculosis,M. tuberculosis HTS,Salmonella PhoP GFP
CC(C)C(C)NC(=O)CN1C(=O)NC2(CCc3ccccc3C2)C1=O (stereo not drawn),0.6%,-1%,-3%,-8%,2%
C/C(=N\NC(=O)Cn1nc(C)c([N+](=O)[O-])c1C)c1ccc(Cl)s1,0.0%,-2%,-2%,1%,3%
O=S(=O)(NC1CCCCC1N1CCN(c2ccccc2F)CC1)c1ccccc1 (stereo not drawn),i,3%,13%,6%,-9%
O=C(OCCN1CCCCC1)c1ccc(O)cc1,3.6%,1%,-3%,-11%,-3%
CO[C@H]1O[C@H](CBr)[C@@H](OC(=O)c2ccccc2)[C@H](O)[C@H]1O,1.9%,-3%,-17%,0%,3%
Fc1ccc(SCCc2ccccn2)cc1,0.3%,-13%,15%&8%,-3%&-7%,8%&6%
COc1ccc(/C=N/N(C(C)=O)c2nc(-c3ccc(C)cc3)cs2)cc1,5.4%,-5%,-40%,-6%,0%
CCOc1cc(-c2noc(CCC(=O)Nc3cccnc3)n2)ccc1OC,3.8%,-6%,-1%,4%,-3%
O=C1NC[C@H](Cc2ccccc2)N(CC2CCN(CCc3ccccc3)CC2)C1=O,0.0%,-3%,.,.,.
Cc1ccc(NC(=O)CN(C)S(=O)(=O)c2ccc3[nH]c(=O)oc3c2)c(C)c1,i,-3%,17%,-7%,-6%
COC(=O)c1ccccc1NC(=O)CSc1nnnn1C1CCCCC1,7.9%,0%,54%,.,-7%
Cc1cc(NC(=O)CSc2nnc(N)s2)c([N+](=O)[O-])cc1C,1.5%,1%,8%,3%,3%
CCOc1ccc(/C=N/NC(=O)c2cc3c(OC)cc(OC)cc3[nH]2)cc1OC,9.5%,5%,25%,4%,1%
CCN(CC)C(=O)CN(c1cccc(OC)c1)S(=O)(=O)c1ccc(C)cc1,3.2%,-1%,4%,-4%,2%
O=C(COc1ccc2c(c1)OCO2)Nc1ccccc1C(F)(F)F,i,2%,57%,-3%,1%
CN1CCN(C(CNS(=O)(=O)c2ccc(Cl)cc2)c2cccnc2)CC1 (stereo not drawn),0.2%,-1%,-3%,-8%,-10%
Cc1cc(C(=O)C(=O)N(C)C)c(C)n1-c1ccc(Cl)c(Cl)c1,0.8%,0%,8%,-4%,-9%
COc1ccc(CCN(C(=O)c2ccc(F)cc2)C2=CC3CCC(C2)N3C)cc1OC (stereo not drawn),2.8%,0%,-2%,-4%,22%
CCCOc1ccc(C(=O)Nc2ccc(S(=O)(=O)NC3=NCCCCC3)cc2)cc1,7.5%,-9%,23%,?,9%
CC(Sc1nncn1C)C(=O)Nc1ccc(N2CCCCC2)cc1 (stereo not drawn),2.4%,-12%,11%,11%,.
O=C(CNC(=O)c1ccc(Cl)cc1)NCCCn1ccnc1,1.1%,9%,-10%,-9%,-2%
COC(=O)/C(=C\c1cccnc1)NC(=O)c1ccc(OCc2ccccc2)cc1,1.5%,-1%,17%,9%,-20%
CSCCC(NS(=O)(=O)c1ccc(Cl)cc1)C(=O)OCC(=O)NC12CC3CC(CC(C3)C1)C2 (stereo not drawn),2.4%,17%,-4%,-2%,5%
C[C@]12CCC3C(CC[C@@H]4C[C@H](O)CC[C@]34C)C1CCC2=O (stereo partly drawn),0.9%,2%,8%,8%,.
O=C(CCC1CCCC1)Nc1cc(Cl)ccc1N1CCOCC1,4.8%,-19%,41%,11%,.

# 3 neighbouring entries out of the list so far:
SMILES,VEEV TC-83 Vero,influenza NS1A,M. tuberculosis,M. tuberculosis HTS,Salmonella PhoP GFP
CCOc1ccc(/C=N/NC(=O)c2cc3c(OC)cc(OC)cc3[nH]2)cc1OC,9.5%,5%,25%,4%,1%
CCN(CC)C(=O)CN(c1cccc(OC)c1)S(=O)(=O)c1ccc(C)cc1,3.2%,-1%,4%,-4%,2%
O=C(COc1ccc2c(c1)OCO2)Nc1ccccc1C(F)(F)F,i,2%,57%,-3%,1%

# Remaining list, next part:
SMILES,VEEV TC-83 Vero,influenza NS1A,M. tuberculosis,M. tuberculosis HTS,Salmonella PhoP GFP
N=C1/C(=C\c2ccc(OC(=O)c3ccco3)cc2)C(=O)N=C2SC(N3CCCCC3)=NN12,2.4%,-7%,?,?,-8%
COc1ccc(CNC(=O)CN2CCN(S(=O)(=O)c3cc(Br)ccc3Br)CC2)cc1OC,6.0%,3%,.,.,.
O=C(c1ccc(SCc2ccco2)c([N+](=O)[O-])c1)N1CCOCC1,3.3%,1%,-7%,-7%,9%
CCN(CC)C(=O)Cn1cc(C(=O)C(=O)NCc2ccco2)c2ccccc21,1.4%,-4%,1%,-1%,9%
CCc1ccc(-c2nn[nH]n2)cc1,0.1%,-6%,11%,0%,-3%
CCOC(=O)CNC(=O)CSc1nc2cccnc2n1C,0.3%,3%,5%,-4%,-13%
Cc1cc(C)c(C)c(S(=O)(=O)N2CCN(C(=O)C3CSC4(C)CCC(=O)N34)CC2)c1C (stereo not drawn),6.4%,-2%,17%,-4%,2%
CCOC(=O)C1CCCN(C(=O)c2ccc(S(=O)(=O)N3CCOCC3)cc2)C1 (stereo not drawn),0.8%,-4%,1%,-5%,.
CNc1ccc2oc(C[C@H]3O[C@@]4(CC[C@H]3C)O[C@H]([C@H](C)C(=O)c3ccc[nH]3)[C@H](C)C[C@H]4C)nc2c1C(=O)O,i,-8%,?,1.1µM*,-9%
O=C1N=C2SCCN2/C1=C\c1ccc(Cl)cc1,3.2%,3%,31%,1%,4%
Cn1c(C(=O)O)cc2c(=O)n3ccccc3nc21,0.8%,13%,7%,-11%,17%
CCOc1ccc(CN2CCNC(=O)C2CC(=O)NCCCn2ccnc2)cc1 (stereo not drawn),i,5%,-2%,0%,-3%
NNC(=O)c1nn(-c2ccc(Cl)cc2)ccc1=O,1.1%,-2%,5%,-6%,13%
OCC(O)/C=N/Nc1nc(Nc2ccccc2)nc(Nc2ccccc2)n1 (stereo not drawn),1.4%,-4%,54%,9.6µM*,-8%
O=C(N1CCN(c2ccccc2)CC1)C(F)(F)C(F)F,2.1%,0%,5%,-4%,-1%
CCOC(=O)c1ccc(NC(=O)CSCCC(=O)O)cc1,3.7%,-5%,-11%,24%,7%
CC(C)C(=O)Nc1nnc(S(=O)(=O)N2CCCCCC2)s1,0.5%,3%,.,4%,-14%
CCCCc1nnc(NC(=O)C2CCN(c3ncnc4sc(C)c(C)c34)CC2)s1,3.8%,-5%,10%,47%,2%
COc1cc(C2C(C#N)=C(SC)NC3=C2C(=O)CCC3)ccc1O (stereo not drawn),2.1%,-6%,-9%,2%,14%
COc1ccc(NC(C)C(=O)N/N=C/c2c(O)ccc3ccccc23)cc1 (stereo not drawn),1.6%,-15%,-11%,-3%,5%
NC(=O)C1CCN(C(=O)c2ccc3nc(-c4ccccc4)c(-c4ccccc4)nc3c2)CC1,2.3%,6%,14%,2%,13%
COc1ccc(OCC(O)CNc2ccc(Br)cc2)cc1 (stereo not drawn),1.0%,7%,67%,0%,5.7µM*
CC(NC(=O)c1ccncc1)c1ccc(Br)cc1 (stereo not drawn),1.2%,-22%,57%,-4%,8%
COc1ccc(COC(=O)c2ccc(N3CCCC3=O)cc2)cc1F,i,20%,14%,-1%,2%
CN(CC(=O)NCc1cccnc1)S(=O)(=O)c1ccc(F)cc1,0.1%,5%,-7%,-2%,5%
# Other entries.
SMILES,VEEV TC-83 Vero,influenza NS1A,M. tuberculosis,M. tuberculosis HTS,Salmonella PhoP GFP
N=c1sccn1CC(=O)Nc1ccc(Cl)c(S(=O)(=O)N2CCOCC2)c1,0.5%,6%,-2%,-6%,0%
COC(=O)/C(=C1\Oc2ccc(C(C)(C)C)cc2S1)C(F)(F)F,1.1%,-1%,-9%,7%,0%
O=C(Nc1cccc(O)c1)c1cc(-c2ccc3c(c2)OCO3)on1,3.2%,-9%,49%,17%,1%
O=C(CN1CCN(c2ccccn2)CC1)Nc1ccccc1Br,0.2%,-3%,11%,4%,-2%
COCCCn1c(C(=O)NCCN2CCOCC2)cc2c(=O)n3ccccc3nc21,4.5%,-2%,-11%,-3%,-13%
O=C1NCCN1c1ccccc1,8.1%,3%,.,.,.
Cc1ccc(C(=O)N2CCOCC2)cc1Cl,2.9%,-6%,0%,-9%,2%
COc1ccc([N+](=O)[O-])cc1NCc1cccc([N+](=O)[O-])c1,1.5%,4%,5%,7%,-9%
CCOC(=O)N1CCN(C(=O)CSCC(=O)N=c2sc3cc(OC)ccc3n2C)CC1,0.7%,-1%,.,.,.
Cc1c(/C=N/O)c2ccccn2c1C=O,2.9%,-6%,-1%,-6%,-5%
COP(=O)(OC)C(O)C(Cl)(Cl)Cl (stereo not drawn),.,.,13%,-3%,-2%
COc1ccc(-c2nnc(SCC(=O)NC(=O)NCc3ccccc3)o2)cc1,0.5%,-8%,-8%,-1%,3%
Cc1cc(SCC(=O)OCC(=O)NC(C)c2ccccc2)c(C)cc1Br (stereo not drawn),1.1%,-13%,78%,16%,1%
COc1ccccc1NC(=O)Nc1nc(CC(=O)NCc2ccc(F)cc2)cs1,9.0%,-4%,37%,65%,-1%
COC(=O)C1=CN(Cc2ccc(OC)c(OC)c2)C=C(C(=O)OC)C1c1ccccc1F,6.2%,-23%,5%,-3%,4%
CC(C)(C)NC(=O)NC(=O)CSc1nnc(COc2ccccc2Cl)o1,2.5%,5%,?,7%,2%
Cc1nnc(Nc2ccc3c(c2)ncn3C)c2ccccc12,1.5%,-4%,-11%,-7%,-6%
C=CCN1CCC2(C)c3cc(O)ccc3CC1C2C (stereo not drawn),0.1%,-7%,5%,7%,1%
Cc1ccc(-n2c(-c3cnccn3)n[nH]c2=S)c(Br)c1,0.6%,-1%,10%,1%,3%
CCN1CCN(c2ncnc3c2cnn3-c2ccc(C)cc2C)CC1,0.7%,9%,.,4%,-5%
Cn1ncc(Cl)c1C(=O)N1CCN(C(=O)c2ccco2)CC1,0.5%,2%,.,.,.
Cc1cccc(NC(=O)CNC(=O)CSc2nc(N)cc(N)n2)c1C,1.0%,0%,.,.,.
COc1cc(C)nc(Nc2nc(C)c(C(C)=O)s2)n1,4.7%,2%,75%,-1%,-6%
C=CCC(CC=C)(C(N)=O)c1ccccc1,0.1%,-2%,-16%,-4%,-16%
COC(=O)c1[nH]c2ccc(C)cc2c1NC(=O)Oc1ccccc1,0.8%,7%,-12%,-2%,-2%
# The results go on:
SMILES,VEEV TC-83 Vero,influenza NS1A,M. tuberculosis,M. tuberculosis HTS,Salmonella PhoP GFP
Cc1ccc(NC(=O)c2cc(-c3cccs3)on2)cc1C,2.2%,-9%,49%,5%,-3%
Cc1nc(C(=O)Nc2ccc(Cl)cc2)nn1-c1ccc([N+](=O)[O-])cc1,5.5%,-10%,-6%,2%,7%
CON(C)C(=O)CCC1CCCN1C(=O)OC(C)(C)C (stereo not drawn),0.8%,-15%,28%,6%,.
CCOc1ccccc1N(CC(=O)Nc1cccc(OC)c1)S(=O)(=O)c1ccccc1,0.7%,-4%,-8%,8%,3%
CC(=O)N1N=C2C3CCN(CC3)C2C1c1ccc(Br)cc1 (stereo not drawn),0.2%,22%,-12%,3%,16%
Fc1ccc(COc2ccc(-c3nnco3)cc2)c(Cl)c1,3.2%,4%,34%,15%,1%
COC(=O)C(O)(c1ccc(NC(=O)c2cccs2)cc1)C(F)(F)F (stereo not drawn),1.1%,.,2%,-1%,2%
COC(=O)c1ccc(NC(=O)COC(=O)c2nc3nccc(C)n3n2)cc1,0.9%,.,-3%,-1%,-5%
CC1Cc2ccccc2N1S(=O)(=O)c1cccc(C(=O)OCC(=O)NCc2ccco2)c1 (stereo not drawn),1.0%,3%,2%,4%,4%
COc1ccc(N(CC(=O)NCc2ccc3c(c2)OCO3)C(=O)CCC(=O)Nc2ccccn2)cc1,1.0%,5%,-2%,6%,-3%
Cn1cc(C(CO)Cc2ccccc2)c2ccccc21 (stereo not drawn),0.3%,11%,-8%,12%,.
CC(OC(=O)Cn1[nH]c(=O)c2ccccc2c1=O)C(=O)c1ccccc1 (stereo not drawn),0.9%,-2%,-1%,-18%,-7%

# Part of the list above in order of length of the SMILES, descending.
SMILES,VEEV TC-83 Vero,influenza NS1A,M. tuberculosis,M. tuberculosis HTS,Salmonella PhoP GFP
CC1Cc2ccccc2N1S(=O)(=O)c1cccc(C(=O)OCC(=O)NCc2ccco2)c1 (stereo not drawn),1.0%,3%,2%,4%,4%
Cc1nc(C(=O)Nc2ccc(Cl)cc2)nn1-c1ccc([N+](=O)[O-])cc1,5.5%,-10%,-6%,2%,7%
CC(OC(=O)Cn1[nH]c(=O)c2ccccc2c1=O)C(=O)c1ccccc1 (stereo not drawn),0.9%,-2%,-1%,-18%,-7%
Fc1ccc(COc2ccc(-c3nnco3)cc2)c(Cl)c1,3.2%,4%,34%,15%,1%
CON(C)C(=O)CCC1CCCN1C(=O)OC(C)(C)C (stereo not drawn),0.8%,-15%,28%,6%,.

# Not a hit list, and some 1.5% of all compounds hit somewhere here.
